Compound activity: PubChem BioAssay, The Scripps Research Institute Molecular Screening Center
CHRM4 antagonist – blocks acetylcholine activation of human M4 receptor. CHO-hM4 cells, ACh EC80, Fluo-8 calcium fluorescence. actives 0.73% (n = 360,000). inhibition, % at 3 µM;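 active means inhibition above its plate's cutoff, the mean inhibition of sample wells plus 3 SD, cut at about 27% in these data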;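 further: 0% = acetylcholine EC80 with DMSO and 100% = DMSO without agonist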
Target sequence (P08173 whole entry, looked up): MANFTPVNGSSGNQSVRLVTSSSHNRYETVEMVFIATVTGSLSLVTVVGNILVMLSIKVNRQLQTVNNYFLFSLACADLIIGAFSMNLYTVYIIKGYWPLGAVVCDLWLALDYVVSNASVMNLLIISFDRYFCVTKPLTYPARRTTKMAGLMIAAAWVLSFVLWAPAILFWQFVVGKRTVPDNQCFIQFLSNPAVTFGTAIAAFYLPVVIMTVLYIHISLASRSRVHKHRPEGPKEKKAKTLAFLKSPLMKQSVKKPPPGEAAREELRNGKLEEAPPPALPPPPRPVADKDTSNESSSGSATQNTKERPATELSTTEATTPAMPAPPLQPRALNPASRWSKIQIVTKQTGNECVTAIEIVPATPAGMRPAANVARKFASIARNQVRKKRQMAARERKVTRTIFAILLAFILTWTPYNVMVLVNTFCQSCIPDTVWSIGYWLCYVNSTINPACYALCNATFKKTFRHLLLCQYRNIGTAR
CHO-K1 Ca antag – M1 antagonist counterscreen hit in parental CHO-K1 cells; ATP-induced calcium, Fluo-8 fluorescence; inhibition, % at 3 µM; actives 0.6% (n = 360,000); AID 602250;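 active means inhibition above a per-plate cutoff, the plate's mean sample inhibition plus 3 SD, cut at about 24% in these data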;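 further: 0% = DMSO plus EC80 ATP and 100% = DMSO alone without ATP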
M1 ag parental – counter-screen for M1 agonists: effect in parental CHO-K1 cells; Fluo-8 calcium fluorescence; scaled to maximal ATP response, vehicle zero; activation, % at 3 µM; actives 0.48% (n = 360,000); AID 602248; in the data active means activation above about 15%;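 further: untransfected CHO-K1 host cells lacking M1 receptor as counterscreen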
CHRM5 antagonist – CHRM5 antagonism in calcium assay. CHO-hM5 cells, Fluo-8 calcium fluorescence, ACh EC80. inhibition, % at 3 µM. actives 0.59% (n = 360,000). P08912;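 active means inhibition above a per-plate cutoff, the mean of that plate's test compounds plus 3 SD, cut at about 27% in these data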;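 further: 0% = acetylcholine EC80 with DMSO and 100% = DMSO without agonist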
Target sequence (P08912 whole entry, looked up): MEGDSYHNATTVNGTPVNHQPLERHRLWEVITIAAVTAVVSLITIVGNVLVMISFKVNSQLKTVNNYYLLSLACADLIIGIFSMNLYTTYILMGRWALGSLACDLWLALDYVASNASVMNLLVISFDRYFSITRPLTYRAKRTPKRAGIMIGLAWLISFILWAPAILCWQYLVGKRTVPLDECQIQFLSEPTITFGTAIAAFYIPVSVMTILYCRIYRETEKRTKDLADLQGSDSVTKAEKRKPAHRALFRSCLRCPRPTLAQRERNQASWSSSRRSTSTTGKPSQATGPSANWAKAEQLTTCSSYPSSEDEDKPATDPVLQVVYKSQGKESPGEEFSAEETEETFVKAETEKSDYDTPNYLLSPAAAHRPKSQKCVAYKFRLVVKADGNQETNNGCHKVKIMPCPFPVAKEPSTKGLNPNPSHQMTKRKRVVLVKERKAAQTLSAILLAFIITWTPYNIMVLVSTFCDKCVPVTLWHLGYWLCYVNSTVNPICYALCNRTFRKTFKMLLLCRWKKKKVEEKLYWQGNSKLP
M5 ag – agonists of human muscarinic M5 receptor (CHRM5). CHO-K1 hM5 cells, Fluo-8 calcium fluorescence; 0% DMSO wells, 100% maximal acetylcholine response. AID 624037. actives 0.19% (n = 360,000). activation, % at 3 µM. P08912;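 active means activation above the run's mean over test compounds plus 3 SD, cut at about 23% in these data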;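 further: signal is peak over basal fluorescence ratio across the kinetic read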
CHO-K1 Ca PAM – counter-screen for M1 PAMs: effect in parental CHO-K1 cells. AID 602247. activation, % at 3 µM. actives 0.02% (n = 360,000). ATP EC20, Fluo-8 calcium fluorescence; 0% at ATP EC20, 100% at ATP max;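 active means activation above the run cutoff, the mean activation of all test compounds plus 3 SD, cut at about 40% in these data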;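 further: peak over basal fluorescence ratio in a 140 s read after ATP addition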
M5 PAM – CHRM5 positive allosteric modulation. CHO-K1 hM5, Fluo-8 calcium, ACh EC20 PAM; 0% = ACh EC20, 100% = ACh EC100. actives 0.3% (n = 360,000). P08912. AID 624038. activation, % at 3 µM;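 active means activation above the run cutoff, the mean activation of all test compounds plus 3 SD, cut at about 18% in these data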
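system = human M5 receptor in CHO-K1 cells | compound = one concentration, 3 µM final (nominal) | schedule = Post-acetylcholine fluorescence recording 140 s | signal = Fluo-8 calcium dye fluorescence, kinetic read | benchmarks = low control EC20 acetylcholine (0%), high control EC100 acetylcholine (100%) | repeats = singlicate, one well per test compound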
CHRM4 agonist – CHRM4 agonism in calcium assay. CHO-K1 hM4/Gqi5, Fluo-8 calcium fluorescence; vehicle 0%, full acetylcholine response 100%. AID 624127. activation, % at 3 µM. P08173. actives 0.14% (n = 360,000);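 active means activation above the run mean over all test wells plus 3 SD, cut at about 32% in these data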;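 further: peak over basal fluorescence ratio per well then scaled between controls; 0% = DMSO wells and 100% = acetylcholine at EC100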
CHRM4 PAM – CHRM4 positive allosteric modulation; CHO-K1 hM4/Gqi5, Fluo-8 calcium fluorescence, ACh EC20; 0% = ACh EC20, 100% = maximal ACh; activation, % at 3 µM; actives 0.4% (n = 360,000);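 active means activation above its plate's cutoff, the mean activation of sample wells plus 3 SD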; further: some results filed as inactive read as strong as hits
Active calls of the source: *; & = joins results of further samples. An excerpt; the hit share may differ from the screen's.

Values run as follows: CHRM4 antagonist, CHO-K1 Ca antag, M1 ag parental, CHRM5 antagonist, M5 ag, CHO-K1 Ca PAM, M5 PAM, CHRM4 agonist, CHRM4 PAM
- Cc1[nH]c2ccc(OC(F)(F)F)cc2c1CCNCc1ccc(Cl)cc1
    9.5, 13.0, 2.5, 8.7, 3.4, 17.7, 2.5, 15.1, 1.0
- C[N+]1(C)CCc2cc3c(cc2[C@H]1[C@@H]1OC(=O)c2c1ccc1c2OCO1)OCO3
    16.6&-8.8, -0.8&-9.9, -0.2&1.6, 0.1&-1.5, 0.4&-0.6, 3.2&22.9, 2.7&-2.5, 1.8&1.2, 0.0&2.2
- CCN(CC)CCN1Cc2ccccc2C1=N
    1.5, 14.6, 0.3, -5.5, -1.3, -13.3, 0.8, 0.8, -10.7
- Cc1ccc(S(=O)(=O)NC(Cc2cnc[nH]2)C(=O)O)cc1 (stereo not drawn)
    -5.3, -4.4, 0.3, -1.3, -0.1, 7.8, -2.0, 1.9, -5.7
- CCCCn1c(=O)c(C(=O)NCc2ccccc2Cl)c(O)c2ccccc21
    2.0, -5.8, 0.2, -3.4, 0.8, -4.6, 2.5, 1.3, 0.6
- CC(=NCCCn1ccnc1)c1c(O)n(-c2ccccc2)c(=O)[nH]c1=O
    -10.3, -4.6, 1.3, -3.3, 4.0, 17.7, 1.4, 0.6, 5.3
- O=c1c2ccc(Cl)cc2[nH]c(=S)n1-c1cccnc1
    4.8, -7.0, 1.4, 4.1, 4.6, 0.8, 0.3, 1.6, -5.1
- COP(=S)(OC)SCn1nnc2ccccc2c1=O
    6.7, -1.3, 0.5, 20.0, 3.1, -13.3, -5.8, 1.1, 1.3
- COC(=O)C1=C(c2ccc(-c3ccccc3)c(F)c2)C[C@@H]2CC[C@H]1N2C(=O)NCc1cc(C)oc1C(F)(F)F
    -20.3, -14.2, 0.3, 6.4, -3.7, 17.7, 6.5, 1.3, 9.7
- C/C(=N\Nc1ccccc1)c1c(O)n(C)c(=O)n(C)c1=O
    -4.2, -10.8, 1.8, 1.0, -0.3, 15.3, 0.8, 1.3, 7.2
- C[C@]12CCC3C(CC[C@H]4C[C@@H](O)CC[C@]34C)C1C[C@@H](O)[C@H]2O (stereo partly drawn)
    -13.8, -13.0, 1.1, 7.1, 0.5, 24.3, 5.2, 4.3, 6.4
- CC(C)OCC(O)CN1CC2C[C@@H](C1)Cn1c2cccc1=O (stereo partly drawn)
    -12.7, -1.5, 0.4, -7.9, -0.9, -0.1, 2.3, 0.6, 3.4
- O=c1c2cc(Cl)cc(Cl)c2nc(CN2CCOCC2)n1-c1ccccc1F
    0.5, -4.3, 0.0, -4.4, -7.3, -6.8, -2.5, 0.5, 8.0
- Cc1ccnc(-n2c(C)cc(C=C3C(=O)N(C)C(=S)N(C)C3=O)c2C)c1
    -1.1, -1.7, -0.1, 0.0, 2.6, -1.3, -4.0, 2.1, 12.1
- Cc1ccc(N)c(C(=O)c2ccc(Br)cc2)c1
    -4.7, -4.7, 0.1, -1.9, -4.0, 10.4, 1.6, -1.2, -3.9
- O=c1c2ccccc2nc(CN2CCOCC2)n1-c1ccccc1F
    1.5, -10.3, 0.9, 4.6, -0.6, 14.5, 1.8, 1.8, 2.3
- CCOc1cc(C2NCc3ccccc3-n3cccc32)ccc1O (stereo not drawn)
    -4.0, -5.4, 4.7, -4.1, 3.6, 11.9, -5.9, 6.2, 0.7
- CCc1ccc(CN2CCN(C(=O)Cc3ccccc3)CC2)cc1
    -5.0, -8.7, 1.8, 9.2, -5.7, 16.2, -3.3, 4.0, 2.4
- CCC12CN3CC(CC)(CN(C1)C3c1cccnc1)C2=O (stereo not drawn)
    -3.5, -8.7, 1.1, -5.9, 1.2, 18.5, 5.1, 0.2, 0.5
- C=CP(=O)(O)c1ccccc1
    -4.3, -1.2, 0.1, 10.3, -1.8, 11.2, -0.4, 0.1, 5.2
- Cc1cc(/C=C2\C(=O)NC(=O)N(c3ccc(Cl)cc3)C2=O)c(C)n1-c1sc2c(c1C#N)CCCC2
    -15.5, -8.7, 3.9, -3.6, -3.6, 21.5, 3.0, 3.9, 5.1
- c1ccc(C2OCCN3CCCCC23)cc1 (stereo not drawn)
    -0.2, -5.1, 1.1, 0.6, -6.1, 19.4, 2.7, 0.4, -4.8
- COC(=O)C1=C(c2ccc(-c3ccccc3)c(F)c2)C[C@@H]2CC[C@H]1N2C(=O)N1CCCCC1
    16.1, -15.4, 1.5, -4.0, 5.2, 20.2, -2.6, 4.5, -0.8
- Nc1c2c(nc3ccccc13)CCN(Cc1ccccc1)C2
    8.1, -5.7, 2.3, 6.1, 0.1, -7.9, -4.1, 3.9, -7.1
- CCc1sc(C(=O)N2CCC3(CC2)OCCO3)cc1Br
    -2.3, -13.7, 1.8, -4.9, 0.2, 19.9, 2.2, 0.6, 5.8
- CC1=CC(=C2C(=O)NC(=S)NC2=O)C=C(C(F)(F)F)N1Cc1ccccc1
    -9.7, -10.6, 0.0, 2.3, -1.8, 14.1, 5.9, 1.5, 3.9
- C=CCN1C(=O)NC(=O)/C(=C/c2ccc(OCC(=O)Nc3ccc(C)cc3)cc2)C1=O
    -3.0, -0.4, -0.2, -6.4, -4.8, -8.3, 1.1, 1.4, 5.9
- COC(=O)C1=C(N)Oc2c(c(=O)oc3ccccc23)C1c1cccnc1 (stereo not drawn)
    -13.4, -21.0, -0.2, -4.7, -2.2, 17.2, -2.3, 0.5, 6.7
- CC(C)(C)NC(=S)N1CCn2cccc2C1c1cccnc1 (stereo not drawn)
    1.3, -16.1, 0.8, 4.0, 0.3, 24.4, 5.2, 1.2, 6.2
- COc1ccccc1N1CCN(Cc2cccc(OC)c2O)CC1
    -0.4, -22.7, 2.1, 2.6, -2.2, 7.5, -3.5, 4.2, 4.7
- CCOC(=O)C1C(=O)NC2(C)CC1c1cc(OC)ccc1O2 (stereo not drawn)
    2.1, -15.0, -0.1, -5.2, 2.5, 0.9, 5.6, 0.2, 7.6
- O=C1NC(=S)NC(=O)C1=Cc1ccc(OCC(=O)N2CCCC2)cc1
    1.4, 5.1, 0.3, 9.1, -3.1, 9.8, -2.0, 0.7, 4.4
- COc1cc(Br)c(CNCCc2ccc3c(c2)OCO3)cc1OC
    -2.9, 2.6, 0.7, 6.4, -14.0, -12.2, 7.4, 2.7, -6.2
- COC(=O)c1ccccc1NC(=O)N1C[C@@H]2C[C@@H](C1)c1cccc(=O)n1C2
    -29.2, -3.8, 0.1, -2.4, 0.3, 15.7, 0.3, 0.5, 7.5
- CCN1C(=O)C(=C2C=C(C)OC(C)=C2)C(=O)N(CC)C1=S
    -9.6, 0.7, 0.6, 1.9, -2.4, 13.4, -1.9, 0.9, 0.2
- CCC1(CC)C(=O)NC(=NCCc2c[nH]c3ccccc23)NC1=O
    -7.3, -3.7, 0.5, 3.8, -0.2, 17.1, 2.1, 0.1, 8.2
- CCNc1ccc(P(=S)(N(C)C)N(C)C)cc1
    -1.7, -2.1, -0.3, -1.1, -4.5, 14.9, 1.7, -0.8, 11.1
- NS(=O)(=O)c1nc[nH]c1[N+](=O)[O-]
    -0.4, -13.3, 0.7, 11.2, 3.6, 10.5, 5.4, 0.5, 7.7
- C=CCN1C(=O)NC(=O)/C(=C\c2ccc(-c3ccccc3[N+](=O)[O-])o2)C1=O
    0.6, -0.4, -0.1, 5.2, -1.2, -2.7, -3.0, 1.0, -0.3
- CCOC(=O)c1c(C)[nH]c(C(=O)C(C)N2CCCC2)c1C (stereo not drawn)
    -5.2, -13.7, 0.1, -11.5, -7.8, 5.2, -9.6, 1.2, -5.7
- CCc1ccccc1NC(=O)CN1CCN(C(=O)COc2ccccc2C#N)CC1
    -2.9, 20.0, 12.1, -2.3, 7.9, -12.4, -10.1, 10.6, 4.1
- O=c1[nH]c(=S)n(Cc2ccc(F)cc2)c(O)c1C=NCCCn1ccnc1
    -11.9, 0.0, 0.2, 0.8, -8.5, 11.2, 11.5, 0.7, 15.6
- COc1ccc(-c2nn(CCC#N)cc2C(=O)O)cc1
    -12.2, -2.9, -0.1, -12.2, -0.9, 13.1, 6.6, 0.2, 2.9
- N[C@H](CO)Cc1ccccc1
    -0.9, 19.1, -0.3, -14.3, -0.6, -11.8, 8.5, 1.4, 1.6
- CCN(CC)c1ccc(C=C2C(=O)NC(=S)NC2=O)cc1
    2.0, -3.8, 4.5, 11.1, -0.5, -6.9, -9.9, 9.1, -8.8
- CCOc1cc2c(cc1OCC)-n1cccc1C(c1ccc(OC)c(O)c1)NC2 (stereo not drawn)
    -5.6, 8.9, 3.3, 7.8, -2.4, -8.0, -2.7, 10.9, -5.7
- N#CCCn1cc(C(=O)Nc2ccccc2Cl)c(-c2ccc(F)cc2)n1
    10.0, 2.9, -0.1, -9.8, 3.2, 3.5, -2.0, 0.8, -1.6
- NC1CC2CCCCC2CC1(O)c1ccccc1 (stereo not drawn)
    4.8, -5.1, 0.5, 3.1, 2.0, -3.9, -0.3, 0.2, 0.8
- COc1ccc2c(c1OC)CN1CCc3cc4c(cc3C1C2)OCO4 (stereo not drawn)
    -19.2, 2.6, 1.5, 0.5, -2.9, -0.3, 2.0, 4.4, -8.8
- O=C1c2ccccc2C(=O)N1Cc1nc2ccccc2c(=O)n1-c1ccccn1
    -7.4, -4.2, 0.2, -1.8, -2.7, 10.9, 10.8, 1.1, 8.3
- O=P(OC1=CCCCC1)(c1ccccc1)c1ccccc1
    -0.3, 3.0, -0.1, -9.3, -6.3, 3.9, 7.2, 0.8, 4.5
- N#Cc1c(Cl)nc(Cl)c2c1CCN(Cc1ccccc1)C2
    10.4, -1.6, 0.1, 7.5, -1.0, 2.4, -4.9, -0.6, -5.0
- COC(=O)C1=C(c2ccc(OC(F)(F)F)cc2)C[C@@H]2CC[C@H]1N2C(=O)N1CCC(O)CC1
    -6.0, -3.1, -0.1, 20.3, -0.2, 7.6, -7.9, 3.0, 7.0
- Cc1cc(OCC(=O)N[C@@H](Cc2ccccc2)C(=O)O)c2c3c(c(=O)oc2c1)CCC3
    -0.2, 6.4, -0.5, -1.5, 2.1, 0.3, 0.7, 1.0, -1.0
- ClCCOCOCCCl
    -11.3, -11.1, 0.0, 3.9, 2.7, 5.5, -1.2, 0.6, 3.0
- Cc1cc(C(=O)NP(=O)(N2CCOCC2)N2CCOCC2)c(C)n1C1CC1
    -10.4, -18.6, 1.1, -4.8, -4.2, 17.7, -1.7, 0.8, 5.2
- CC(=O)OC1N=C(c2ccccc2)c2cc(Br)ccc2NC1=O (stereo not drawn)
    -0.5, 1.2, 0.3, -6.2, -5.2, 12.4, -8.4, 1.0, 6.5
- COC(=O)C(O)(c1ccc(N=Cc2ccccc2O)c(C)c1)C(F)(F)F (stereo not drawn)
    9.1, -3.8, 0.7, -1.3, 0.7, 12.3, -0.6, -0.2, -6.5
- O=C(CCc1ccccc1)N1Cc2cc(N3CCOCC3)ccc2-n2nncc2C1
    -13.8, 10.0, 0.8, -0.9, 4.0, -5.5, -5.9, 2.0, -0.4
- C/C=C(\C)C(=O)N[C@@H](c1ccccc1)[C@@H](O)C(=O)O[C@H]1C[C@@]2(O)[C@@H](OC(=O)c3ccccc3)C3[C@](C)(C(=O)[C@H](O)C(=C1C)C2(C)C)[C@@H](O)C[C@H]1OC[C@@]31OC(C)=O (stereo partly drawn)
    -10.6, -16.7, 0.5, -0.9, 2.7, 8.9, 2.6, 1.1, 7.8
- COC(=O)C1=C(c2ccc3ccccc3c2)C[C@@H]2CC[C@H]1N2C(=O)NCc1ccco1
    -5.2, -15.7, -0.1, 7.0, -1.6, 8.9, 2.7, -1.4, 4.6
